From PubChem BioAssay
GPT2 inh – Primary qHTS assay for inhibitors of Glutamate pyruvate transaminase 2 (GPT2); Alanine aminotransferase 2 (Homo sapiens), Q8TD30; Recombinant GPT2, coupled pyruvate oxidase/HRP Amplex Red fluorescence; Potency, µM (series often up to 57.7 µM), without a hit: at the highest dose activity change, negative = inhibition, hits mostly inhibitors; 100,000 compounds, 0.25% hits; further: potency means the concentration at half of the fitted maximal effect; nearly all actives have a fitted effect of over 60% in size; many of its hits are not listed in these tables
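Recombinant GPT2 (10ng/uL) with 250uM a-KG and 2mM L-alanine, 30 min at room temperature, in HEPES pH 7.5 buffer. Pyruvate detected by pyruvate oxidase/HRP/Amplex Red fluorescence after 30 min in the dark; AOA (50uM) as positive control.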
HEK cytotox – Cytotoxic Profiling in HEK 293 Cell Line of Diverse Libraries Using Quantitative High-Throughput Screening; HEK 293 viability, ATP luminescence (CellTiter-Glo), 48-72 h; Potency, µM (series often up to 115 µM), without a hit: top-dose activity change, negative = cytotoxicity, actives largely listed as inhibitors; 94,000 compounds, 6.6% hits; AID 1345083, 2018; further: potency means the concentration at half of the fitted maximal effect; nearly all actives have a fitted effect of over 60% in size
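Viability of HEK 293 cells, plated at 250 cells/well, was judged by cellular ATP after compound treatment for 48 or 72 hr. Luminescence was imaged 10 min after CellTiter-Glo addition at room temperature.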
3T3 cytotox – Cytotoxic Profiling in NIH 3T3 Cell Line of Diverse Libraries Using Quantitative High-Throughput Screening; NIH 3T3 viability, CellTiter-Glo ATP luminescence, 48-72 h; Potency, µM (top dose mostly 96.7 µM), for inactives: top-dose activity change, negative = cytotoxicity, usual class: inhibitors; 94,000 compounds, 4.3% hits; further: potency means the concentration at half of the fitted maximal effect; nearly all actives have a fitted effect of over 55% in size
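Cytotoxicity is measured as loss of cellular ATP: NIH 3T3 cells (400/well) are exposed to compound for 48 or 72 hr at 37 °C, then CellTiter-Glo luminescence is imaged after 10 min at room temperature.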
IP6K1 inh – Primary qHTS assay for small molecule inhibitors of Inositol hexaphosphate kinase 1 (IP6K1). Inositol hexakisphosphate kinase 1 (Homo sapiens), Q92551. IP6K1 kinase, ADP-Glo luminescence, 2 h; hits give low values. activity change, % (series mostly up to about 58 µM). 140,000 compounds, 0.81% hits; in the data active means activity change below about -25%
Target sequence (Q92551 whole entry, looked up): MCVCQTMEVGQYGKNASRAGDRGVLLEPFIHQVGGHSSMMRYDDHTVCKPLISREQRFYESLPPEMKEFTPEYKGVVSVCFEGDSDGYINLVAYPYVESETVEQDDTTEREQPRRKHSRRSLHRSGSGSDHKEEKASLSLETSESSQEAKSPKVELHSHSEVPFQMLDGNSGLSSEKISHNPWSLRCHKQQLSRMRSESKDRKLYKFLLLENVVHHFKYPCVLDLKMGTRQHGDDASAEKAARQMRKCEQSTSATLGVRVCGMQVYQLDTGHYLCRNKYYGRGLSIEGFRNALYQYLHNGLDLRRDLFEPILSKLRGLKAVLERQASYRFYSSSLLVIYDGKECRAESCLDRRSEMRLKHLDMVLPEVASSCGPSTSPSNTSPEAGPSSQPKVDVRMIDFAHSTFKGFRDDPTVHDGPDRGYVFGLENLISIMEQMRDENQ
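ADP-Glo luminescence measures ADP made by human IP6K1 during a 2 h RT reaction with ATP/IP6 (mix at 1.3 mM/130 uM); top library doses 57.5 and 19.1 uM final.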
HEK293 viab – GF-AFC viability counterscreen for inhibitors of alpha-synuclein gene (SNCA) expression. HEK-293-SNCA-luc viability, GF-AFC fluorescence, 24 h. Potency, µM (titrated, usually from 57.1 µM), for the others: at the top dose activity change, negative = cytotoxicity, hits mostly cytotoxic. 150,000 compounds, 0.12% hits. AID 1671193, 2021;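 further: potency means the concentration at half of the fitted maximal effect; 0% = DMSO-treated cells and -100% = medium-only wells without cells; nearly all actives have a fitted effect of over 30% in size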
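HEK-293-SNCA-luc cells (1500/well) plated 24 h, then exposed 24 h to a dilution series; GF-AFC added 30 min at 37C, fluorescence 405/540 nm; normalised to medium-only and DMSO wells, Hill fit.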
SNCA expr inh – Primary qHTS assay for inhibitors of alpha-synuclein gene (SNCA) expression; Potency, µM (highest dose often 57.2 µM), for inactives: top-dose activity change, negative = inhibition, most hits filed as inhibitors; 140,000 compounds, 0.17% hits; AID 1671194, 2021; HEK-293 SNCA-luciferase knock-in, luminescence, 24 h;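 further: potency means the concentration at half of the fitted maximal effect; plate controls were DMSO cells for no effect and cell-free wells for full effect; nearly all actives have a fitted effect of over 45% in size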
Luciferase inh – Firefly luciferase inhibition profiling of diverse chemical library using quantitative high-throughput screening. purified P. pyralis luciferase, luminescence, biochemical. Potency, µM (top dose mostly 115 µM), for inactives: at the top dose activity change, negative = inhibition, most hits filed as inhibitors. 76,000 compounds, 2.5% hits; further: potency means the concentration at half of the fitted maximal effect; nearly all actives have a fitted effect of over 65% in size
Target sequence (P08659 whole entry, looked up): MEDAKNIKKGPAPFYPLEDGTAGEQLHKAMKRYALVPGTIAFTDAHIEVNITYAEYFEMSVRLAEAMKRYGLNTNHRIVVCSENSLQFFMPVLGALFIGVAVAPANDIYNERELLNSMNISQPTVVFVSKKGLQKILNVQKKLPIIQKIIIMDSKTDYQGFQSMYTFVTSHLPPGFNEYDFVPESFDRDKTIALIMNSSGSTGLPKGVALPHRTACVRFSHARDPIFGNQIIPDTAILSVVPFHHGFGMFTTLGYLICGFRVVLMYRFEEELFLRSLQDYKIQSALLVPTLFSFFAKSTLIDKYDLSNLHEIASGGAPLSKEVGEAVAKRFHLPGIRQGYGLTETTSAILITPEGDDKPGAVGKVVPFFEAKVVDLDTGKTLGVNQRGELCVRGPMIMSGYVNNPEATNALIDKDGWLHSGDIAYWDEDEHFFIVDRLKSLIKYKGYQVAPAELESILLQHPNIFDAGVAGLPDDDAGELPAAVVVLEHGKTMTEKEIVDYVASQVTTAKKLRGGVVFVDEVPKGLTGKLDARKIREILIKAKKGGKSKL
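Cell-free enzyme assay, 10nM P. pyralis luciferase, luciferin and ATP each at 10uM. Inhibition profiled over a 6-point titration, read as luminescence.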
The depositor's hits bear a star; i = inactive; ? = inconclusive; / = not tested or not shown; & = joins results of further samples; [ ] = remark or other dose. Unless noted, the call rests on the fitted dose curve; in most records, active means well fitted curve in the direction sought with a large enough effect; inconclusive means small, poorly fitted or top-dose-only effect, or another doubt; inactive means no such curve, though single readings can be large; an effect the other way counts as inactive or inconclusive. Unless noted, on the % scale 0 is the no-effect control and ±100 the full control effect. Not all compounds are listed; rates above refer to the full screens.

SMILES | GPT2 inh | HEK cytotox | 3T3 cytotox | IP6K1 inh | HEK293 viab | SNCA expr inh | Luciferase inh
CCC(=O)N1CCCCCCN(C)C(=O)[C@@H]2CCC[C@@H]21 | i | -9% | -5% | 0 | 3% | 4% | -11%
CCOc1ccc(C(=O)NC2CCN(c3cc(-c4ccc(F)cc4)[nH]n3)CC2)cc1OCC | i | 40µM* | ? | -8 | -2% | -12% | 2%
CC(C)CC(=O)NC1CC(=O)N(c2ccc3c(c2)OCCO3)C1 (stereo not given) | / | / | / | 20 | -1% | 10% | /
O=C(O[C@H]1[C@@H]2C=CO[C@@H](O[C@@H]3O[C@H](CO)[C@@H](O)[C@H](O)[C@H]3O)[C@@H]2[C@@]2(CO)O[C@@H]12)c1ccc(O)c(O)c1 | ? | / | / | 3 | -22%[23.9 µM] | / | /
O=C(Nc1ccccc1Cl)N1CCC(Oc2ncccc2C(=O)N2CCOCC2)C1 (stereo not given) | -1% | -7% | 4% | -5 | -3% | -3% | 5%
O=C1NCCCCCCN(C(=O)c2ccccn2)[C@H]2CCCC[C@@H]12 | i | -3% | -7% | -2 | 8% | 34%[activator] | -7%
COC1CCC(C(=O)N2CCCn3nc(C)c(-c4ccccc4Oc4ccccc4)c32)CC1 (stereo not given) | i | ? | ? | 19 | -23% | -15% | -3%
COc1ccc(OC)c(S(=O)(=O)N2CCCCCCNC(=O)[C@@H]3CCCC[C@@H]32)c1 | -21% | -11% | -24% | -3 | ? | -25% | -13%
O=C(NCC1CC1)c1ccc(CN2C(=O)NC3(CCS(=O)(=O)CC3)C2=O)cc1 | i | -5% | i | 3 | 6% | -13% | 8%
CN1C(=O)C(CC(=O)NCC2CCN(Cc3cccc(F)c3)CC2)=C2CCCCC21 (stereo not given) | i | -11% | -9% | 9 | -4% | 5% | 8%
COC(=O)[C@@H]1Cc2ncn(Cc3ccccc3)c2CN1C(=O)c1ccc(OC)cc1 | 4%[88.5 µM] | -27%[172 µM] | -30%[174 µM] | 2 | -14%[87.6 µM] | -13%[87.6 µM] | -2%[172 µM]
Cc1ccccc1C(=O)N1CCC(C(NC(=O)c2cccs2)C(=O)N2CCCCC2)CC1 (stereo not given) | 4% | -3% | -21% | 2 | ? | 5% | 1%
COc1ccc(CNC(=O)CSc2ncc3c(n2)-c2ccc(Cl)cc2N(Cc2ccc(F)cc2)S3(=O)=O)cc1OC | / | / | / | -5 | 1% | ? | /
O=C(CSc1ncc2c(n1)-c1ccc(Cl)cc1N(Cc1ccccc1)S2(=O)=O)Nc1ccc(F)c(F)c1 | / | / | / | 51 | 6% | 4% | /
CC(C)CC(=O)N1CCCN(Cc2ccc3c(c2)OCO3)c2ccccc21 | -1% | ? | ? | -6 | 3% | -25% | -4%
Cc1cccn2c(Nc3ccc4c(c3)OCCO4)c(-c3ccc(Br)o3)nc12 | / | / | / | -10 | ? | -5% | /
CC(=O)O[C@H]1C[C@@](O)(C(C)C)C2[C@@H](OC(=O)c3ccc(O)cc3)C[C@@]3(C)O[C@H]3C[C@]21C (stereo not given in full) | 2%[27.3 µM] | / | / | 5 | -13%[23.9 µM] | / | /
C=CCNC(=O)C[C@@H]1CCN(S(=O)(=O)c2c(C)noc2C)C[C@@H]1CC | -5%[88.5 µM] | i | 2%[174 µM] | 2 | 3%[87.6 µM] | -9%[87.6 µM] | 3%[172 µM]
CC(=O)Nc1ccccc1-c1cn(C)c(=O)n2cc(COc3ccc(Cl)cc3)nc12 | -28%[88.5 µM] | ? | 100µM* | 2 | ? | 11%[87.6 µM] | 5%[172 µM]
O=C(NCc1cccc(C(F)(F)F)c1)c1ccc(N2CC3CC(C2)[C@H]2CCCC(=O)N2C3)nc1 (stereo not given in full) | -4% | ? | ? | 2 | -13% | 6% | 1%
CCc1noc(-c2ccc(NCc3ccccc3)c([N+](=O)[O-])c2)n1 | / | / | / | 20 | -19% | 187%[activator] | /
CCN(c1ccc(C)cc1C)S(=O)(=O)c1nnc(NC(=O)CC(C)C)s1 | / | / | / | -7 | 7% | ? | /
CC(C)S(=O)(=O)NCC1Cn2cccc2CN1Cc1ccccc1 (stereo not given) | i | ? | ? | -11 | -2% | -21% | 1%
CCOc1ccc(NS(=O)(=O)c2ccc3c4c(cccc24)C(=O)N3)cc1 | / | / | / | -7 | 1% | -14% | /
CCc1ccccc1NC(=O)CSc1nc2c(oc3ccccc32)c(=O)n1-c1ccccc1F | / | / | / | 24 | ? | 6% | /
COc1cccc([S+](=O)([O-])N2CCC3(CC(C)=NO3)C2)c1 (stereo not given) | i | i | -7%[138 µM] | 4 | -12%[87.6 µM] | -6%[87.6 µM] | -1%[172 µM]
NCCn1cc(C(=O)N2CCC(c3n[nH]c(=O)n3-c3ccccc3)CC2)nn1 | 1% | -25% | -8% | 34 | 6% | -1% | -3%
CCc1ccc(NC(=O)CC(c2ccc(C)cc2)N2Cc3ccccc3C2=O)cc1 (stereo not given) | / | / | / | 15 | 1% | 3% | /
CCC(C)NC(=O)Cn1c(=O)n(CC2CCC(C(=O)NC)CC2)c(=O)c2sccc21 (stereo not given) | / | / | / | -10 | 3% | ? | /
COc1ccccc1NC(=O)c1sc2nc(-c3cc4cc(Cl)ccc4oc3=O)[nH]c(=O)c2c1C | / | / | / | -15 | 6% | -4% | /
COc1cc(Cl)c(C)cc1NC(=O)c1sc2nc(C)cc(C)c2c1N | / | / | / | -14 | 15% | -4% | /
Cc1ccc(-n2c(=O)c3ccc(C(=O)NCc4ccccc4Cl)cc3n(CC(=O)Nc3cccc(F)c3)c2=O)cc1 | / | / | / | 14 | 14% | ? | /
Cc1cccc(NC(=O)CN2C(=O)NC3(CCS(=O)(=O)CC3)C2=O)c1 | i | -1% | -1% | 7 | -2% | -3% | 16%
O=C(NCc1nc(-c2ncccn2)no1)[C@H]1CNC[C@@H](C(=O)N2CCCC2)C1 | i[11.5 µM] | -3% | -9% | 6 | 1% | 6% | 0%
CCN1CCc2nc3sc(C(=O)c4ccc(F)cc4)c(N)c3cc2C1 | / | / | / | -9 | -1% | 16% | /
COc1ccc(F)cc1-c1ccc(CN2CCC(NC(=O)c3ccccc3Cl)C2)cc1 (stereo not given) | / | ? | ? | 6 | / | / | /
Cc1noc(C)c1CC(=O)N1CCc2c(c(-c3nncn3C)nn2C)C1 | i | i | i | -3 | 1% | -10% | -2%
CCNC(=O)N1CCC(OCCOc2cccnc2)CC1 | 0% | -20% | -17% | 19 | -10% | 3% | /
CC(=O)Nc1sc2c(c1-c1nc3ccccc3s1)CNC2 | ? | / | / | 12 | -22%&3% | 26% | /
COc1ccc2c(c1)c(CN1CCCC(c3nc(C(C)C)no3)CCNC(=O)CC1)cn2C(C)C (stereo not given) | -25% | ? | ? | 12 | -3% | -21% | -6%

A run of entries taken from the entries so far, as a working copy:
SMILES | GPT2 inh | HEK cytotox | 3T3 cytotox | IP6K1 inh | HEK293 viab | SNCA expr inh | Luciferase inh
CCc1noc(-c2ccc(NCc3ccccc3)c([N+](=O)[O-])c2)n1 | / | / | / | 20 | -19% | 187%[activator] | /
CCN(c1ccc(C)cc1C)S(=O)(=O)c1nnc(NC(=O)CC(C)C)s1 | / | / | / | -7 | 7% | ? | /
CC(C)S(=O)(=O)NCC1Cn2cccc2CN1Cc1ccccc1 (stereo not given) | i | ? | ? | -11 | -2% | -21% | 1%
CCOc1ccc(NS(=O)(=O)c2ccc3c4c(cccc24)C(=O)N3)cc1 | / | / | / | -7 | 1% | -14% | /
CCc1ccccc1NC(=O)CSc1nc2c(oc3ccccc32)c(=O)n1-c1ccccc1F | / | / | / | 24 | ? | 6% | /
COc1cccc([S+](=O)([O-])N2CCC3(CC(C)=NO3)C2)c1 (stereo not given) | i | i | -7%[138 µM] | 4 | -12%[87.6 µM] | -6%[87.6 µM] | -1%[172 µM]
NCCn1cc(C(=O)N2CCC(c3n[nH]c(=O)n3-c3ccccc3)CC2)nn1 | 1% | -25% | -8% | 34 | 6% | -1% | -3%
CCc1ccc(NC(=O)CC(c2ccc(C)cc2)N2Cc3ccccc3C2=O)cc1 (stereo not given) | / | / | / | 15 | 1% | 3% | /
CCC(C)NC(=O)Cn1c(=O)n(CC2CCC(C(=O)NC)CC2)c(=O)c2sccc21 (stereo not given) | / | / | / | -10 | 3% | ? | /
COc1ccccc1NC(=O)c1sc2nc(-c3cc4cc(Cl)ccc4oc3=O)[nH]c(=O)c2c1C | / | / | / | -15 | 6% | -4% | /
COc1cc(Cl)c(C)cc1NC(=O)c1sc2nc(C)cc(C)c2c1N | / | / | / | -14 | 15% | -4% | /

(continued)
SMILES | GPT2 inh | HEK cytotox | 3T3 cytotox | IP6K1 inh | HEK293 viab | SNCA expr inh | Luciferase inh
Cc1nc(-c2c3n(c(=O)n(CC(=O)Nc4ccc(F)cc4F)c2=O)CCCC3)no1 | i | 10% | 4% | 5 | 10% | -22% | -5%
CC(C)c1noc(-c2ccn3c(CNC(=O)c4cccc(N(C)C)c4)nnc3c2)n1 | i | ? | ? | -2 | -7% | 93%[activator] | 28µM*
CCOCCn1c(=O)c2c(nc3n2CCN3c2ccc(C)c(C)c2)n(C)c1=O | / | / | / | 8 | 6% | 4% | /
COc1cccc(-c2nc(-c3c(C)noc3C)cc3c2cc(C)n3C)c1OC | -2%[88.5 µM] | ? | 25µM* | -4 | 4%[87.6 µM] | 120%[activator][87.6 µM] | -3%[172 µM]
N#Cc1cccc(CN2CC(COc3ccccc3)C3(C2)CN(c2ccccc2)C3)c1 (stereo not given) | 3%[88.5 µM] | ? | ? | 12 | -4%[87.6 µM] | -21%[87.6 µM] | -5%[172 µM]
